# Screening data (PubChem)
# MITF act: activators of MITF-driven TRPM1 promoter reporter, primary screen, cell-based, SK-MEL-5, luciferase, single point. SK-MEL-5 TRPM1-promoter luciferase, 24 h; % of positive control, neutral wells = 0. activation, % at 12.5 µM. actives 0.75% (n = 300,000);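 active = mean activation of at least 80% with every replicate also reaching 80%; inconclusive = mean reaches 80% but some replicate falls short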;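 note: 0% = neutral control wells and 100% = parthenolide positive control wells; values of inactives mirror those of a sister screen read the other way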
# Wnt bcat act: Wnt/beta-catenin pathway activators, primary screen, cell-based, plate reader, single point; Wnt/beta-catenin reporter cell assay, activator; activation, % at 9.35 µM; actives 1.2% (n = 300,000); AID 743398, 2014; in the data active = activation above about 30%, passing the limit was not always enough; inconclusive = no clear call, values can overlap the other calls;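 note: 0% = neutral control wells and 100% = positive control wells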
# Rtt109 Vps75: inhibitors of C. albicans Rtt109/Vps75 HAT, primary screen, biochemical, ThioGlo CoA-SH fluorescence, plate reader. Histone acetyltransferase RTT109 (Candida albicans (strain SC5314 / ATCC MYA-2876)), …. purified Rtt109/Vps75, 4 h. inhibition, % at 34.9 µM. actives 0.16% (n = 330,000). AID 540336, 2011;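 active = inhibition of at least 50% in every replicate; inconclusive = best replicate reaches 50% inhibition but some replicates fall short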
# Target sequence (Q5AAJ8 whole entry, looked up): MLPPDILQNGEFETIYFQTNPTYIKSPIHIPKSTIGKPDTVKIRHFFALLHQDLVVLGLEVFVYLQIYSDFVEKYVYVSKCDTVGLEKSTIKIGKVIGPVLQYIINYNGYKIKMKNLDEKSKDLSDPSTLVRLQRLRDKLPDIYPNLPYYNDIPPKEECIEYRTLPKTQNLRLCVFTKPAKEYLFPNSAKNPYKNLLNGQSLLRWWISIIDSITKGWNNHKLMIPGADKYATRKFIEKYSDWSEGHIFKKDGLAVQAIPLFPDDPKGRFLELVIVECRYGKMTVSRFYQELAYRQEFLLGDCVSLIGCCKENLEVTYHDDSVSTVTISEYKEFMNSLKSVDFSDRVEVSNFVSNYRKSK
# V-ATPase pHluor: regulators of yeast V-ATPase proton pumping, primary screen, pHLuorin cytosolic pH fluorescence; actives 0.37% (n = 350,000); AID 504577, 2011; S. cerevisiae; response, % at 10 µM; in the data active = response mostly above about 7.3%, no sharp cut-off; inactive = mostly below about 5.4%; note: actives read high; inactives centre near 0; some compounds called inactive have numbers as strong as hits
# RTF Ca sens act: cardiac RTF calcium sensitivity activators, primary screen, biochemical, IANBD-TnC fluorescence, EC20 calcium | Troponin I, cardiac muscle (Homo sapiens) + Troponin T, cardiac muscle (Homo sapiens) + … | IANBD-labeled TnC RTF fluorescence at EC20 calcium; 0% EC20 calcium, 100% full calcium | activation, % at 7.2 µM | actives 0.24% (n = 340,000) | AID 493008, 2010;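 active = activation above the mean over all tested compounds plus 3 SD, cut at about 30% in these data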;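 note: rise in fluorescence read as greater calcium sensitivity of cardiac thin filaments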
# CAL PDZ FP-1: CAL PDZ peptide-binding inhibitors, primary screen, biochemical, fluorescence polarization, Cer-tagged CAL PDZ, HTS; actives 0.02% (n = 330,000); AID 504414, 2011; inhibition, % at 20 µM; Golgi-associated PDZ and coiled-coil motif-containing protein (Homo sapiens), Q9HD26; purified CAL PDZ, TMR-peptide fluorescence polarization, 1 h;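 active = highest replicate inhibition of at least 40%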;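 note: plate controls were DMSO neutral control wells for no effect and unlabeled competitor peptide control wells for full effect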
#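 Material: tagged CAL PDZ protein CerCALP, purified; buffer or medium: sodium phosphate/NaCl buffer pH 7.4 with TCEP, IgG, Thesit; also added: fluorescent TMR peptide probe; schedule: 1 h incubation at room temperature before polarization reading; technique: fluorescence polarization from S- and P-plane intensities, G-factor corrected; control set: unlabelled peptide and DMSO controls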
# CAL PDZ FP-2: untagged CAL PDZ binding inhibitors, primary screen, biochemical, fluorescence polarization, HTS; purified CAL PDZ, TMR-peptide fluorescence polarization, 1 h; inhibition, % at 24.9 µM; actives 0.92% (n = 300,000); AID 602252, 2012;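 active = mean inhibition of at least 30% with at least half of replicates also reaching 30%; inconclusive = no clear call, values can overlap the other calls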;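 note: 0% = DMSO neutral control and 100% = excess unlabeled competitor peptide PRC23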
# CDK5 inh: inhibitors of human CDK5/p35 kinase, primary screen, biochemical, single concentration; Cyclin-dependent kinase 5 (Homo sapiens) + Cyclin-dependent kinase 5 activator 1 (Homo …; Recombinant CDK5/p35, ADP-Glo luminescence, 60 min; inhibition, % at 10 µM; actives 0.01% (n = 330,000); AID 488839, 2010;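 active = highest replicate inhibition of at least 50% and at least 75% of replicates reaching 50%; inconclusive = only one of the two criteria met; inactive = both criteria failed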;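 note: plate controls were DMSO neutral control for no effect and GW8510 at 10 µM for full effect; many of its hits are not listed in these tables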
# Target sequence (Q00535 whole entry, looked up): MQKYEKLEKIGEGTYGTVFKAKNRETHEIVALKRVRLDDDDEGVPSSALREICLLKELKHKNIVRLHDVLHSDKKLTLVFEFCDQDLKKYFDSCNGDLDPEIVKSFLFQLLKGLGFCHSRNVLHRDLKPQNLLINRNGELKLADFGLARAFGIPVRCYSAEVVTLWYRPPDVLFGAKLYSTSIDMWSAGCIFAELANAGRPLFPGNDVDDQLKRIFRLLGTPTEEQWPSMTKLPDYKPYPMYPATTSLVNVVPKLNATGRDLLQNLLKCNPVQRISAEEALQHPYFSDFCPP
# Target sequence (Q15078 whole entry, looked up): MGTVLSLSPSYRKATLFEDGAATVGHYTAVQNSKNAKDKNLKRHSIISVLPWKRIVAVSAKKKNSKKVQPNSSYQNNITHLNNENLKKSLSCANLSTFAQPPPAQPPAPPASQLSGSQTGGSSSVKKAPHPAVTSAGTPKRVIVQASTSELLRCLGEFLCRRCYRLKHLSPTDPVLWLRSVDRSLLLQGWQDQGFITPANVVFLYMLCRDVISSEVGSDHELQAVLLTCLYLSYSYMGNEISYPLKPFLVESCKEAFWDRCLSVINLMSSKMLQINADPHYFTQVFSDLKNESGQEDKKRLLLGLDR
# Tat transport: E. coli Tat export inhibitors, primary screen, MC4100, TorA-mCherry reporter, fluorescence, single point; inhibition, % at 10 µM; actives 0.036% (n = 340,000); AID 488895, 2010;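 active = mean replicate inhibition at least 50% and at least half of replicates individually reaching 50%; inconclusive = only one of the two criteria met; inactive = neither criterion met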;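 note: exported cargo escapes ClpAP degradation while cytoplasmic cargo is degraded and loses fluorescence; 0% = median of neutral control wells and 100% = median of NaSCN control wells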
# dFosB activator: activators of delta FosB homodimer, primary screen, biochemical, fluorescence polarization, TAMRA-CDK5 oligo, single point. AID 493131, 2011. Protein FosB (Mus musculus), P13346. activation, % at 25 µM. actives 0.99% (n = 340,000). purified delta FosB; percent of positive-control signal above neutral wells;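 active = mean activation above about 17%, with every replicate also reaching it, limit read from the data, passing the limit was not always enough; inconclusive = only one of the two conditions met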;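 note: fluorescence polarization rise as delta FosB binds a TAMRA Cdk5 AP-1 oligo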
# Starred values were filed as active, the others as inactive; ? = inconclusive; nt = no result given.
SMILES,MITF act,Wnt bcat act,Rtt109 Vps75,V-ATPase pHluor,RTF Ca sens act,CAL PDZ FP-1,CAL PDZ FP-2,CDK5 inh,Tat transport,dFosB activator
Cc1cc(NC(=O)CSc2ccc(Cl)cc2)no1,-4,nt,-1,-1,6,-1.3,0,-0.1,-1,-2
O=C(NCCc1cn[nH]c1)C1CCC(=O)N(CCc2cccc(F)c2)C1 (stereo unspecified),3,1,3,2,-5,0.1,-2,0.7,4,0
C/C(=N\NC(=O)c1ccc2c(c1)OCO2)c1ccc(NC(=O)CCCC(=O)O)cc1,15,0,2,-3,0,1.3,1,1.1,2,-2
C/C(=C\CCC1(C)C2CC3C(C2)C31C)C(=O)O (stereo unspecified),-5,-2,0,0,11,0.8,1,-3.4,-8,-9
Cc1ccccc1CSCC(Nc1ccc(C(=O)O)cc1[N+](=O)[O-])C(=O)O (stereo unspecified),0,nt,-3,0,1,0.5,-8,11,-14,0
CC1(C(=O)NCCN2CCOCC2)C=CC2(CCCCC2)N1C(=O)c1ccccc1 (stereo unspecified),38,14,-3,1,0,0.8,0,-0.3,-41,-2
C/C(=N\NS(=O)(=O)c1ccc(Cl)c([N+](=O)[O-])c1)c1cc2ccccc2o1,13,nt,17,0,-5,15,-1,-2.8,-7,-19
CCOC(=O)C(Cc1ccccc1)C(=O)Nc1ccccc1C (stereo unspecified),-10,nt,2,-12,13,-3.7,-5,1.1,10,-8
COc1ccc2c(c1)CCc1c(C(=O)NCC(C)C)noc1-2,109*,53*,11,1,7,-1.0,20,1.2,-1,-7
Cc1ccc(NS(=O)(=O)c2cc(Br)cnc2N)cc1C,-9,-2,2,-1,-2,-6.5,-6,0.7,7,-9
Cc1cc(C)c2c(n1)sc1c(N3CCN(CCO)CC3)ncnc12,11,nt,-7,-5,2,-2.1,nt,-1.2,-7,-21
Cc1ccc(C)c(NC(=O)Cn2cc(C(=O)C3CC3)c3ccccc32)c1,-12,0,-4,2,1,-0.2,-3,1.8,-4,72*
Nc1nc(-c2ccc([N+](=O)[O-])cc2)cs1,32,nt,-2,3,-2,-2.1,-1,-1.0,6,-7
C[C@@H]1O[C@@H](OC[C@H]2O[C@@H](Oc3c(-c4ccc(O)c(O)c4)oc4cc(O)cc(O)c4c3=O)[C@H](O)[C@@H](O)[C@@H]2O)[C@H](O)[C@H](O)[C@H]1O,-10,1,13,-4,-4,-0.4,-2,0.4,-10,12
CC(=O)c1c(N(C)C)ccnc1C(F)(F)F,nt,2,nt,-2,-1,-1.9,-13,-0.7,-1,-2
C/C(=N\NC(=O)COc1ccc2ccccc2c1)c1cccs1,7,1,-5,-1,3,-1.1,8,-0.9,-6,-2
COc1ccc(F)cc1S(=O)(=O)Nc1ccncc1,nt,0,-8,-3,-3,-0.6,-4,0.1,-7,3
CC(C)(C)C1CCC(=NNC(=S)Nc2cccnc2)CC1 (stereo unspecified),3,0,4,0,2,-0.1,-2,-1.0,8,-7
O=C(COC(=O)c1cccnc1Cl)NC1CCCCC1,8,-2,2,3,3,0.7,nt,1.6,-6,1
FC(F)(F)c1ccccc1/C=N/N1CCN(Cc2ccccc2)CC1,16,4,-5,3,0,-1.4,1,0.2,-1,0
COC(=O)Nc1nc(-c2cc(Cl)ccc2Cl)cs1,4,0,0,1,-1,-0.8,-3,-2.9,-8,-7
CCOc1ccc(NC(=O)C2CC(=O)NC(N3CCc4ccccc43)=N2)cc1 (stereo unspecified),4,2,-3,3,2,-1.2,-1,0.2,-7,-4
NC(=O)C1(N2CCCCC2)CCN(C(=S)Nc2ccc(Cl)cc2)CC1,nt,0,-5,5,-1,0.5,-3,5.6,-1,-5
CCOC(=O)C(Sc1ncc(C#N)c(N)n1)C(C)C (stereo unspecified),-10,nt,12,4,3,-1.1,-1,2.2,-6,-10
Cc1cc(-c2nc3ncccc3o2)ccc1NC(=S)NC(=O)C(C)C,7,nt,0,-2,-1,-2.0,1,-7.7,11,1

# Further compounds follow.
SMILES,MITF act,Wnt bcat act,Rtt109 Vps75,V-ATPase pHluor,RTF Ca sens act,CAL PDZ FP-1,CAL PDZ FP-2,CDK5 inh,Tat transport,dFosB activator
Cc1cc([N+](=O)[O-])nn1CCCC(=O)Nc1sc2c(c1C(N)=O)CCC(C)C2 (stereo unspecified),-4,-1,6,3,6,0.0,-3,-1.6,-3,4
CN(C)c1ccc(N2CN=C3SCC(=O)N3C2)cc1,nt,14,2,-4,6,0.2,-1,-1.2,-1,-5
C/C(=N\Nc1nccnc1Cl)c1ccc(O)cc1,nt,5,1,0,2,0.8,-5,-1.3,-12,-3
COc1cc(C(=O)OCCCN=C2NS(=O)(=O)c3ccccc32)cc(OC)c1OC,6,0,-5,-1,-1,0.4,nt,0.7,1,-6
CC(OC(=O)Cn1[nH]c(=O)c2ccccc2c1=O)C(=O)Nc1cccc(Cl)c1 (stereo unspecified),-7,2,5,-4,-9,-3.5,0,0.4,9,-15
O=C(O)C[C@H]1c2ccc(C(F)(F)F)cc2S(=O)(=O)N1Cc1ccccc1,7,5,-5,1,3,0.8,-2,-1.2,-5,0
COc1ccc(CN(Cc2cc3cccc(C)c3[nH]c2=O)C(=O)N(C)C)cc1,1,-4,3,4,0,-0.4,-4,0.1,7,-6
Cc1ccc(S(=O)(=O)N2CCN(CCNC(=O)C(=O)Nc3ccc(F)cc3)CC2)cc1,-4,-1,1,4,-5,0.1,-3,-1.4,12,-8
CNc1[nH]ncc1[N+](=O)[O-],4,-7,-6,5,6,-0.5,-2,0.2,-1,1
Cc1nnc(N2C(=O)C(O)=C(C(=O)c3ccco3)C2c2ccc(C(C)(C)C)cc2)s1 (stereo unspecified),7,nt,15,3,9,-0.3,-5,-0.1,-2,-6
COc1ccccc1NC(=O)CSc1nnc(Cn2cnc3ccccc32)o1,-2,0,-4,-3,-3,nt,-5,2.5,4,4
C/C(=N/N=C(\C)c1ccccc1O)c1ccccc1O,14,25,-3,-148,3,0.7,-2,-0.1,2,-2
CC(C)n1c(SCC(=O)Nc2ccccc2N2CCOCC2)nc2c1c(=O)n(C)c(=O)n2C,nt,nt,3,3,3,-0.4,nt,-0.7,7,-7
c1ccc(Nc2c(-c3ccco3)nc3ccccn23)cc1,-3,5,4,2,8,-1.4,4,-1.2,-2,-2
Cc1ccc(S(=O)(=O)Oc2ccc(/C=C3/C(=N)N4C(=NC3=O)SN=C4S(C)(=O)=O)cc2)cc1,-7,1,?,-3,-3,-2.9,-2,2.4,-2,-2
CC(=O)N(C)c1nnc(-c2ccccn2)s1,74,nt,4,1,7,0.6,-1,0.1,0,-4
Cc1nn(Cc2ccccc2Cl)c(C)c1N,5,nt,2,nt,-4,-0.7,-1,-0.7,-6,-6
CC(OC(=O)c1ccc2c(c1)OCCO2)C(=O)NC1CCCCC1C (stereo unspecified),-2,3,6,2,-9,-2.5,0,-0.7,2,4
CC(C)CC(C(=O)NCC1CCCO1)N(C(=O)Cn1nnc(-c2ccc(F)cc2)n1)c1cccc(C(F)(F)F)c1 (stereo unspecified),-22,nt,-3,-2,-3,0.9,nt,-11,16,-10
O=C(c1cc(S(=O)(=O)N2CCCCC2)c(Cl)cc1N1CCOCC1)N1CCOCC1,-9,nt,8,-2,-2,nt,-3,0.7,0,12
CCc1nnc(NC(=O)C2CCCN2S(=O)(=O)c2ccc(F)cc2)s1 (stereo unspecified),8,-3,-2,-1,1,-1.3,-5,-0.9,12,-4
C[C@H](CO)N1C[C@H](C)[C@H](CN(C)Cc2ccc(-c3ccccc3)cc2)Oc2ccc(NS(=O)(=O)c3ccccc3)cc2CC1=O,-10,nt,1,-2,-1,-1.6,-8,-1.1,0,-2
COc1ccc(S(=O)(=O)N(C(C)=O)c2ccc3oc(=O)sc3c2)cc1,-13,-4,-5,0,6,-0.5,89*,3.9,5,-3
CN(C)S(=O)(=O)c1cccc(NC(=S)NCCCn2ccnc2)c1,1,1,2,-2,2,-0.8,nt,-0.6,-8,-5
Cc1cc(N2CCN(C)CC2)nc2ccc(NC(=S)NCCC(C)C)cc12,8,-3,-3,1,-3,nt,-5,-0.6,-4,-11
c1ccc(-n2nnnc2Sc2ncnc3sc4c(c23)CCCC4)cc1,-62,-15,-9,1,4,-3.2,-1,0.3,-2,-19
COc1ccc(Sc2nc(-c3ccccc3)ncc2C(=O)O)cc1,5,-2,2,-2,-2,nt,-9,0.3,-2,-5

# 7 entries from above, set out differently:
MITF act | Wnt bcat act | Rtt109 Vps75 | V-ATPase pHluor | RTF Ca sens act | CAL PDZ FP-1 | CAL PDZ FP-2 | CDK5 inh | Tat transport | dFosB activator | smiles
7 | 5 | -5 | 1 | 3 | 0.8 | -2 | -1.2 | -5 | 0 | O=C(O)C[C@H]1c2ccc(C(F)(F)F)cc2S(=O)(=O)N1Cc1ccccc1
1 | -4 | 3 | 4 | 0 | -0.4 | -4 | 0.1 | 7 | -6 | COc1ccc(CN(Cc2cc3cccc(C)c3[nH]c2=O)C(=O)N(C)C)cc1
-4 | -1 | 1 | 4 | -5 | 0.1 | -3 | -1.4 | 12 | -8 | Cc1ccc(S(=O)(=O)N2CCN(CCNC(=O)C(=O)Nc3ccc(F)cc3)CC2)cc1
4 | -7 | -6 | 5 | 6 | -0.5 | -2 | 0.2 | -1 | 1 | CNc1[nH]ncc1[N+](=O)[O-]
7 | nt | 15 | 3 | 9 | -0.3 | -5 | -0.1 | -2 | -6 | Cc1nnc(N2C(=O)C(O)=C(C(=O)c3ccco3)C2c2ccc(C(C)(C)C)cc2)s1 (stereo unspecified)
-2 | 0 | -4 | -3 | -3 | nt | -5 | 2.5 | 4 | 4 | COc1ccccc1NC(=O)CSc1nnc(Cn2cnc3ccccc32)o1
14 | 25 | -3 | -148 | 3 | 0.7 | -2 | -0.1 | 2 | -2 | C/C(=N/N=C(\C)c1ccccc1O)c1ccccc1O
